Caspase-1 inhib: caspase-1 (human) inhibition, allosteric or competitive | P29466 | Caspase-1 enzyme, Ac-WEHD-AFC fluorogenic rate | Potency, µM (doses to about 57.5 µM), for inactives: top-dose activity change, negative = inhibition, most hits filed as inhibitors | 0.03% of 75,000 active;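 also: potency is read from the fitted curve at half-maximal effect; plate controls were vehicle for no effect and no substrate for full effect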
Pol III holo inh: inhibitors of bacterial DNA polymerase III holoenzyme | reconstituted DNA polymerase III holoenzyme replication, biochemical | Potency, µM (series often up to 57.1 µM), inactives show top-dose activity change, negative = inhibition | 0.25% of 71,000 active; also: potency is read from the fitted curve at half-maximal effect; % is scaled to controls: 0 for no effect and ±100 for the full control effect
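Reconstituted *E. coli* holoenzyme (0.35 nM Pol III, 1 nM beta, 154 nM SSB, 2 nM primase) was preincubated with compound for 15 min at RT. Synthesis on 1.4 nM ssM13Gori ran 35 min, then was stopped with PicoGreen/EDTA and read as dsDNA fluorescence.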
Tau fil binding: binders of human tau filaments; Potency, µM (highest dose often 57.1 µM), for inactives: at the highest dose activity change, negative = inhibition; 2% of 71,000 active; P10636; AID 596; recombinant tau filaments, thioflavin S fluorescence, 15 h; filaments grown with octadecylsulfate alongside compound;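 also: potency is read from the fitted curve at half-maximal effect; % is scaled to controls: 0 for no effect and ±100 for the full control effect; actives lower thioflavin S fluorescence by blocking filaments or displacing dye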
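Assay mix: 1 uM His-tagged tau, 30 uM sodium octadecylsulfate, thioflavine S dye in HEPES/NaCl/DTT buffer. Compound is added prior to the inducer. Fluorescence after 15 h at 37 C.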
Rhodamine fluor: rhodamine region autofluorescence | max dye-equivalent concentration, M | 0.05% of 59,000 active | Rhodamine-region fluorescence, 547/598 nm, Tris buffer; stronger effect = higher value | AID 594; in the data active = max dye-equivalent concentration above about 11 nM; inconclusive = between about 1.1 nM and that limit
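Compound fluorescence in 100 mM Tris, pH 8.0, read after 15 min at room temperature with 547 nm excitation and 598 nm emission. Output is dye-equivalent concentration from an on-plate rhodamine standard series.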
ALOX15 inhib: inhibitors of human 15-lipoxygenase (ALOX15); P16050; Potency, µM (series often up to 57.1 µM), for the others: top-dose activity change, negative = inhibition, most hits filed as inhibitors; purified 15hLO-1, xylenol orange hydroperoxide absorbance; 1.4% of 74,000 active; also: potency is read from the fitted curve at half-maximal effect; % is scaled to controls: 0 for no effect and ±100 for the full control effect; nearly all actives have a fitted effect of over 55% in size
Target sequence (P16050 whole entry, looked up): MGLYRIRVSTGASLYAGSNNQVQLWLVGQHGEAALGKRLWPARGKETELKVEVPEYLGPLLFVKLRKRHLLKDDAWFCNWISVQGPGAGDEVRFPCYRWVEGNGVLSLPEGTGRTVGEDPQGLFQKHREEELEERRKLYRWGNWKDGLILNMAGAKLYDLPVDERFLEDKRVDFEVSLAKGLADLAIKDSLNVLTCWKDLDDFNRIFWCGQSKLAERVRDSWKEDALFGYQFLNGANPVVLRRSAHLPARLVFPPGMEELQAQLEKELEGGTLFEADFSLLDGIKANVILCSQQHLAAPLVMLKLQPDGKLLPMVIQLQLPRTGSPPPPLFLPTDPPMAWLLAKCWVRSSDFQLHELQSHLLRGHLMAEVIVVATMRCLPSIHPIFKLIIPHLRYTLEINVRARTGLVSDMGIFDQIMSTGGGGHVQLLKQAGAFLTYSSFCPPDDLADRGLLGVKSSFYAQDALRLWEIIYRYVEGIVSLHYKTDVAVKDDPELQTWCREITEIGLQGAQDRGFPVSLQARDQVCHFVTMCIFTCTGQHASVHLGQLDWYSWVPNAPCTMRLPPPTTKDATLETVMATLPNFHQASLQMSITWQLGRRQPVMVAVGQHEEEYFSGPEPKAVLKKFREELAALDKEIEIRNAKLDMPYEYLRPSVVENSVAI
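Hydroperoxide formed from arachidonic acid (50 uM) by purified human 15hLO-1 (40 nM) oxidizes ferrous iron, and the ferric-xylenol orange complex is read at 573 versus 405 nm. Compounds were preincubated 15 min; reaction ran 6 min at room temperature.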
HADH2 inh: inhibitors of human HADH2 dehydrogenase; AID 886; 3.4% of 73,000 active; Q99714; recombinant HADH2, NADH fluorescence, beta-hydroxybutyryl-CoA; Potency, µM (series often up to 57.1 µM), for inactives: at the top dose activity change, negative = inhibition, usual class: inhibitors; also: potency is read from the fitted curve at half-maximal effect; % is scaled to controls: 0 for no effect and ±100 for the full control effect; nearly all actives have a fitted effect of over 60% in size; many of its hits are not listed in these tables
Target sequence (Q99714 whole entry, looked up, one chain of several): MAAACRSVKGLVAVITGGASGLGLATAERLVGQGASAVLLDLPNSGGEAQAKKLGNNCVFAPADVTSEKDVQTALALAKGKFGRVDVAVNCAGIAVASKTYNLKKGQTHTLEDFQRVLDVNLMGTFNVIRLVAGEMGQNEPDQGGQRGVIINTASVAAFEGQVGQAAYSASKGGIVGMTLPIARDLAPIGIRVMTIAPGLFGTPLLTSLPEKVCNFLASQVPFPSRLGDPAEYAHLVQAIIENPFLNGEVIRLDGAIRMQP
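E. coli-expressed His-tagged HADH2 tested at 20 nM in alkaline Tris buffer (pH 9.0); oxidation of 90 uM beta-hydroxybutyryl-CoA with 1 mM NAD+ tracked fluorimetrically for 4 min.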
Caspase-7 inhib: allosteric or competitive inhibitors of human caspase-7; P55210; recombinant caspase-7, Ac-DEVD-AFC fluorescence rate; Potency, µM (doses to about 57.5 µM), for the others: top-dose activity change, negative = inhibition, hits mostly inhibitors; 0.02% of 75,000 active; AID 889; active = well fitted inhibition curve with a large enough effect in the main read-out, with a control signal flat, not every such curve was filed as active; inconclusive = small, poorly fitted or top-dose-only effect, or a change in a side signal; also: potency is read from the fitted curve at half-maximal effect; % of control where 0% means no effect
HEK293 cAMP ctrl: counter-screen for TSHR agonists: cAMP increase in parental HEK293; parental HEK293 CNG cAMP sensor, membrane potential fluorescence; Potency, µM (top dose mostly 57.1 µM), without a hit: at the top dose activation, actives largely listed as activators; 2.5% of 73,000 active; also: potency is read from the fitted curve at half-maximal effect; % of control where 0% means no effect; nearly all actives have a fitted effect of over 55% in size
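Counterscreen for endogenous-receptor signalling: CNG-channel HEK 293 cells report cAMP rise by membrane depolarization. After 60 min dye equilibration with 100 uM RO 20-1724, compounds incubated 30 min before bottom-read fluorescence at 590 nm.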
USP2a inh: inhibitors of human ubiquitin-specific protease USP2a; O75604; 0.1% of 60,000 active; AID 927; Potency, µM (titrated, usually from 38.3 µM), for inactives: at the highest dose activity change, negative = inhibition, usual class: inhibitors; USP2a enzymatic assay, qHTS inhibition;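 also: potency is read from the fitted curve at half-maximal effect; nearly all actives have a fitted effect of over 60% in size; plate controls were DMSO for no effect and NEM full inhibition control for full effect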
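Coupled readout: USP2-cleaved Ub-PLA2 (20nM final) turns over NBD C6-HPC (20uM final), Ex 460nm/Em 535nm after 2.5 h, time-zero read flagging artifacts. Enzyme (20nM final, pH 8.0 Tris) given 30 min RT with compound first; NEM defines full inhibition.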
BRCT inh green: inhibitors of human BRCA1 BRCT-phosphoprotein interaction (green fluorophore); BRCA1 BRCT-phosphopeptide binding, green fluorescence polarization; Potency, µM (highest dose often 76.9 µM), for inactives: at the highest dose activity change, negative = inhibition, hits mostly inhibitors; 0.05% of 75,000 active; AID 875;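 also: potency is read from the fitted curve at half-maximal effect; plate controls were peptide without protein for full effect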
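Fluorescence polarization: His-tagged BRCT (~35 kDa BRCA1 C-terminus, 250 nM) bound to 100 nM fluorescein-labeled phosphorylated 10-aa BACH1 peptide, pH 7.3 phosphate buffer with DTT and Tween 20. Compounds incubated 12 min at room temperature; inhibition read as lowered polarization.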
BRCT PPI red: disrupts BRCA1 BRCT binding to phosphoprotein, red fluorophore readout. P38398. BRCT-phosphopeptide binding, red fluorescence polarization. 0.03% of 75,000 active. AID 892. Potency, µM (top dose mostly 76.9 µM), for the others: top-dose activity change, negative = inhibition, most hits filed as inhibitors; also: % is scaled to controls: 0 for no effect and ±100 for the full control effect
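Fluorescence polarization: 100 nM His-tagged BRCA1 BRCT with 100 nM TAMRA-labelled phospho-BACH1 decapeptide, phosphate buffer pH 7.3 with 150 mM NaCl, DTT, 0.01% Tween 20; 12 min RT. Binding inhibition seen as FP decrease.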
* = called active by the depositor; i = inactive; ? = inconclusive; nt = no result given; & = joins results of further samples; [ ] = remark or other dose. Unless noted, calls follow the shape of the dose curve; as a rule, active = well fitted curve in the direction sought with a large enough effect; inconclusive = small, poorly fitted or top-dose-only effect, or another doubt; inactive = no such curve, though single readings can be large; an effect the other way counts as inactive or inconclusive.

#1 COc1ccc(Nc2nc(N)nc(CN3CCOCC3)n2)cc1
#2 COc1cc(C(=O)N2CCN(C(=O)c3ccccc3)CC2)cc(OC)c1OC
#3 CN1CCN([C@@H]2Cc3ccccc3Sc3ccc(Cl)cc32)CC1
#4 CC(=O)NCC(=O)OCC(=O)c1ccc(C)c(C)c1
#5 Cn1c(SCc2cccnc2)nc2cccnc21
#6 C/C(N)=C(/C#N)C(=O)CSc1nnnn1-c1ccc(C)cc1C
#7 CC(=O)Nc1cc2c(cc1C(=O)c1ccccc1)OCCO2
#8 COc1cc(C2N(c3cc(C)on3)C(=O)C3CCCN32)cc(OC)c1OC (stereo not drawn)
#9 CC(C)OC(=O)CSc1nnc(-c2cccnc2)n1Cc1ccccc1
#10 CCN(CC)CCCNC(=O)c1nn(-c2ccc(OC)cc2OC)c(=O)c2ccccc12

Compound,1,2,3,4,5,6,7,8,9,10
HADH2 inh,1%,0%,-13%,-10%,2%,-2%,-2%,8%,-3%,4%
Tau fil binding,-12%,6%,8%,6%,1%,-6%,0%,4%,8%,-5%
HEK293 cAMP ctrl,-4%,6%,?,3%,1%,?,16%,8%,16%,9%
Caspase-1 inhib,-1%,3%,0%,-1%,-2%,5%,?,1%,-2%,3%
BRCT PPI red,0.9%,-1.9%,1.7%,0.5%,-1.0%,0.0%,-1.0%,-0.7%,0.0%,-0.7%
USP2a inh,-4%,-8%,13%,1%,5µM*,27%,2%,5%,nt,2%
Caspase-7 inhib,2%,-1%,-2%,0%,-1%,-1%,0%,0%,2%,0%
Rhodamine fluor,i,i,i,nt,i,i,nt,i,i,i
BRCT inh green,-0.8%,-0.4%,1.4%,0.4%,0.0%,0.6%,-2.0%,-0.8%,0.1%,-1.0%
ALOX15 inhib,10%,-1%,-16%,6%,-18%,-1%,0%,0%,13%,1%
Pol III holo inh,-8%,3%,-8%,-1%,-9%,4%,3%,-6%,-1%,3%

#11 O=C(CN1CCN(S(=O)(=O)c2cc(Cl)ccc2Cl)CC1)Nc1ccc2c(c1)OCCO2
#12 COc1ccc(Cl)cc1C(=O)NCC(c1ccco1)N1CCCC1 (stereo not drawn)
#13 CCCCC(=O)Nc1ccc(C(=O)NCc2ccncc2)cc1
#14 CC1CCCC(C)N1CC(O)COc1ccc(Cl)cc1 (stereo not drawn)
#15 Cc1ccc(N2C(=O)c3ccccc3C2(O)c2ncc[nH]2)cc1 (stereo not drawn)
#16 COC(=O)c1cc(NC(=O)c2nccnc2C(=O)O)cc(C(=O)OC)c1
#17 Cc1ccc(S(=O)(=O)Nc2cccc(-c3cn4ccsc4n3)c2)cc1
#18 COC(=O)CSc1nc2ccc(NC(=O)CSc3nnnn3Cc3ccccc3)cc2s1
#19 Cn1nnc2cc(NC(=O)N3CC4(C)CC3CC(C)(C)C4)ccc21 (stereo not drawn)
#20 Cc1nc(NC2=NCN(Cc3ccco3)CN2)nc2ccccc12

Compound,11,12,13,14,15,16,17,18,19,20
HADH2 inh,13%,8%,2%,-5%,7%,5%,3%,?,-4%,-2%
Tau fil binding,4%,2%,1%,-8%,-1%,4%,47%,172%,-10%,-14%
HEK293 cAMP ctrl,27%,?,-2%,11%,16%,11%,21%,5%,?,0%
Caspase-1 inhib,1%,0%,-1%,0%,0%,0%,-2%,-10%,0%,-3%
BRCT PPI red,0.8%,0.4%,1.7%,-1.6%,0.5%,-6.6%,0.4%,-1.2%,-0.4%,-0.1%
USP2a inh,25%,6%,10%,-2%,0%,nt,49%[activator],25%,4%,-3%
Caspase-7 inhib,-5%,-4%,0%,-1%,1%,-2%,-17%,-11%,0%,-1%
Rhodamine fluor,i,i,i,i,nt,nt,i,nt,i,i
BRCT inh green,1.6%,2.3%,1.5%,0.1%,-2.7%,0.1%,0.9%,-0.5%,-2.0%,0.2%
ALOX15 inhib,-6%,4%,12%,1%,-4%,-7%,-19%,-7%,-1%,-1%
Pol III holo inh,-2%,-2%,-4%,-8%,2%,-7%,6%,-4%,-3%,-22%

Rewritten with tabs: entries from further up.
no.	Molecule	HADH2 inh	Tau fil binding	HEK293 cAMP ctrl	Caspase-1 inhib	BRCT PPI red	USP2a inh	Caspase-7 inhib	Rhodamine fluor	BRCT inh green	ALOX15 inhib	Pol III holo inh
2	COc1cc(C(=O)N2CCN(C(=O)c3ccccc3)CC2)cc(OC)c1OC	0%	6%	6%	3%	-1.9%	-8%	-1%	i	-0.4%	-1%	3%
3	CN1CCN([C@@H]2Cc3ccccc3Sc3ccc(Cl)cc32)CC1	-13%	8%	?	0%	1.7%	13%	-2%	i	1.4%	-16%	-8%
4	CC(=O)NCC(=O)OCC(=O)c1ccc(C)c(C)c1	-10%	6%	3%	-1%	0.5%	1%	0%	nt	0.4%	6%	-1%
5	Cn1c(SCc2cccnc2)nc2cccnc21	2%	1%	1%	-2%	-1.0%	5µM*	-1%	i	0.0%	-18%	-9%
6	C/C(N)=C(/C#N)C(=O)CSc1nnnn1-c1ccc(C)cc1C	-2%	-6%	?	5%	0.0%	27%	-1%	i	0.6%	-1%	4%
7	CC(=O)Nc1cc2c(cc1C(=O)c1ccccc1)OCCO2	-2%	0%	16%	?	-1.0%	2%	0%	nt	-2.0%	0%	3%
8	COc1cc(C2N(c3cc(C)on3)C(=O)C3CCCN32)cc(OC)c1OC (stereo not drawn)	8%	4%	8%	1%	-0.7%	5%	0%	i	-0.8%	0%	-6%
9	CC(C)OC(=O)CSc1nnc(-c2cccnc2)n1Cc1ccccc1	-3%	8%	16%	-2%	0.0%	nt	2%	i	0.1%	13%	-1%
10	CCN(CC)CCCNC(=O)c1nn(-c2ccc(OC)cc2OC)c(=O)c2ccccc12	4%	-5%	9%	3%	-0.7%	2%	0%	i	-1.0%	1%	3%

(list continues)
#21 O=S(=O)(Nc1ccccc1N1CCOCC1)c1ccc(Cl)s1
#22 CCCC(=O)Nc1c2c(nn1-c1ccc(C)cc1C)CSC2
#23 O=c1[nH]c(=O)n([C@H]2C[C@H](O)[C@H](CO)O2)cc1Br
#24 COC(=O)c1ccccc1NC(=O)CSc1nccn1C
#25 Cc1ccc(NC(=O)CSc2nnc(C3CCCCC3)n2N)cc1F
#26 Cc1cc(C(F)(F)F)c2sc(N)nc2n1
#27 COC(=O)[C@@]1(Cc2ccc(OC)cc2)[C@H]2c3cc(C(=O)N(C)C)n(CCO)c3C[C@H]2CN1C(=O)c1ccccc1
#28 NCCCCCCNS(=O)(=O)c1cccc2c(Cl)cccc12
#29 CCOC(=O)C(NC(C)=O)(Nc1ccc(F)cc1)C(F)(F)F (stereo not drawn)
#30 CC(C)(C#N)N([O-])C=C[N+](=O)C(C)(C)C#N

Compound,21,22,23,24,25,26,27,28,29,30
HADH2 inh,-15%,-19%,5%,3%,6%,415%[activator],-2%,6%&23%,6%,-7%[11.4 µM]
Tau fil binding,-1%,-4%,-5%,1%,-12%,-2%,-2%,41%&-8%,9%,7%[11.4 µM]
HEK293 cAMP ctrl,-3%,17%,?,0%,-1%,0%,3%,?,-2%,1%[11.4 µM]
Caspase-1 inhib,1%,0%,nt,0%,-1%,-2%,0%,-16%&2%&3%,0%,-2%
BRCT PPI red,-1.6%,0.5%,nt,-0.6%,-0.2%,0.4%,0.6%,-1.2%&-0.5%&-2.3%,0.8%,-0.3%
USP2a inh,-2%,13%,nt,-6%,14%,0%,nt,1%&5%,2%,-4%[7.66 µM]
Caspase-7 inhib,0%,-2%,nt,0%,-1%,-2%,-2%,1%&0%&-1%,0%,0%
Rhodamine fluor,i,i,i,i,i,i,nt,i,i,nt
BRCT inh green,-2.0%,-1.7%,nt,-0.9%,-1.0%,1.5%,-1.4%,2.3%&1.0%&-0.9%,-1.4%,-1.2%
ALOX15 inhib,0%,-1%,nt,5%,-1%,4%,nt,2%,10%,-1%[11.4 µM]
Pol III holo inh,0%,1%,-2%,0%,10%,-2%,9%,5%&-3%,1%,3%[11.4 µM]

Screening results (PubChem)

A portion of the library (hit frequency here may not be typical).
